Nrf2 activator: qHTS of Nrf2 Activators. Potency, µM (doses to about 46.1 µM), for inactives: at the highest dose activation, usual class: activators. AREc32 ARE-luciferase reporter (MCF7-derived line), luminescence, 24 h. 0.31% of 410,000 active; further: potency means the concentration at half of the fitted maximal effect; % of control where 0% means no effect; nearly all actives have a fitted effect of over 65% in size
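AREc32 cells carrying an ARE-driven firefly luciferase, 1000 cells/well in OPTI-MEM with 5% FBS, dosed after overnight attachment and incubated 24 hr at 37 deg C. Steady-Glo luminescence read after 30 min at RT.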
HepG2 viability: qHTS for Inhibitors of TGF-b: Cytotox Counterscreen. HepG2 CAGA-GFP viability, ATP luminescence, 18 h. Potency, µM (titrated, usually from 46.1 µM), for the others: at the top dose activity change, negative = cytotoxicity, actives largely listed as cytotoxic. 0.76% of 410,000 active; further: potency means the concentration at half of the fitted maximal effect; some results filed as inactive show a strong effect at the top dose
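CellTiter-Glo luminescence gave cytotoxicity after 18 hours at 37 degrees C. The cells were HepG2 CAGA-GFP in 1% FBS DMEM, stimulated with 500 pg/mL TGF-beta after compound addition. %Activity was normalised to no-cell wells (complete cell-killing) and DMSO (no toxicity), and curves were fitted and classified.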
MCF10A rereplic: A quantitative high throughput screen for small molecules that induce DNA re-replication in MCF 10a normal breast cells. MCF 10A DNA re-replication, Hoechst nuclear intensity, 48 h. Potency, µM (highest dose often 46.1 µM), without a hit: at the highest dose activity, positive = re-replication, hits mostly activators. 2.9% of 350,000 active. AID 624296, 2012; further: potency means the concentration at half of the fitted maximal effect; % of control where 0% means no effect; nearly all actives have a fitted effect of over 50% in size
S2 tox: Viability Counterscreen for Primary qHTS for Inhibitors of ATXN expression; S2 cells (HEK-293 line with an ATXN2-luciferase reporter) viability, CellTiter-Fluor protease fluorescence, 24 h; Potency, µM (titrated, usually from 56.7 µM), actives largely listed as cytotoxic; 0.49% of 400,000 active; further: potency means the concentration at half of the fitted maximal effect; nearly all actives have a fitted effect of over 40% in size
A549 tox: Nrf2 qHTS screen for inhibitors: counterscreen for cytotoxicity. A549 ARE-Fluc cells, CellTiter-Fluor viability, 18-24 h. Potency, µM (doses to about 46 µM), inactives show at the top dose activity change, negative = cytotoxicity, actives largely listed as inhibitors. 0.16% of 390,000 active. AID 504648, 2011; further: potency means the concentration at half of the fitted maximal effect; on the % scale 0 is the no-effect control and ±100 the full control effect
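A549 ARE-Fluc cells in 5% FBS OPTI-MEM, 5000 cells/well, rested 2 h then exposed to compounds in concentration-response for 18-24 h at 37 °C. Viability by CellTiter-Fluor fluorescence (Ex 405/Em 525) after 30 min; luciferase luminescence (BugLite, 15 min, RT) read afterwards.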
ATXN2 expr inh: Primary qHTS for Inhibitors of ATXN expression; HEK-293 ATXN2-luciferase reporter, luminescence, 24 h; Potency, µM (titrated, usually from 57 µM), inactives show at the top dose activity change, negative = inhibition, hits mostly inhibitors; 0.72% of 360,000 active; further: potency means the concentration at half of the fitted maximal effect; on the % scale 0 is the no-effect control and ±100 the full control effect; nearly all actives have a fitted effect of over 55% in size
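ATXN2-luciferase reporter cells (luciferase flanked by upstream and downstream ATXN2 gene portions) were treated 24 h at 37 °C with compounds at up to 57 uM. SteadyGlo luminescence gave expression; GF-AFC fluorescence gave viability.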
TGFb inhibitor: qHTS for Inhibitors of TGF-b. HepG2 CAGA-GFP TGF-b/SMAD3 reporter, GFP fluorescence, 18 h; TGF-beta stimulated, 500 pg/mL final. Potency, µM (highest dose often 46.1 µM), for the others: top-dose activity, negative = inhibition, most hits filed as inhibitors. 1.2% of 410,000 active. AID 588855, 2011; further: potency means the concentration at half of the fitted maximal effect; on the % scale 0 is the no-effect control and ±100 the full control effect; nearly all actives have a fitted effect of over 65% in size
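GFP signal (ex488/em500-530) from TGF-beta-stimulated HEPG2 CAGA-GFP cells, 500 pg/mL final, 18 h at 37 degrees C in DMEM plus 1% FBS, normalized to unstimulated and DMSO-stimulated controls.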
Nrf2 inh: Nrf2 qHTS screen for inhibitors; A549 ARE-Fluc reporter, luciferase luminescence, 18-24 h; Potency, µM (titrated, usually from 46 µM), inactives show at the highest dose activity change, negative = inhibition, most hits filed as inhibitors; 2.1% of 360,000 active; further: potency means the concentration at half of the fitted maximal effect; on the % scale 0 is the no-effect control and ±100 the full control effect; nearly all actives have a fitted effect of over 60% in size
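A549 ARE_Fluc cells (5000/well, 5% FBS OPTI-MEM) pre-incubated 2 h, then treated with compounds 18-24 h at 37C/5% CO2 in concentration-response. CellTiter-Fluor viability read first; BugLite luciferase luminescence after 15 min at room temperature gives Nrf2 activity.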
IL-1B inflam inh: qHTS for Inhibitors of Inflammasome Signaling: IL-1-beta AlphaLISA Primary Screen; THP-1 LPS/ATP IL-1B secretion, AlphaLISA, 16 h; active compounds read low; activity change, % at 57.5 µM; 4.7% of 360,000 active; AID 743279, 2014; in the data active means activity change below about -50%; inconclusive means mostly about -30% to -49%; further: on the % scale 0 is the no-effect control and ±100 the full control effect
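Secreted IL-1B measured by AlphaLISA bead assay after 16 h compound exposure of THP-1 cells; compounds (final up to 57.5 uM) added 1 h before LPS (250 ng/mL) and ATP (1.25 mM) stimulation; lower signal means less secretion.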
* = called active by the depositor; i = inactive; ? = inconclusive; · = no result given; [ ] = another dose, or the depositor's remark. Unless noted, the call rests on the fitted dose curve; in most records, active means well fitted curve in the direction sought with a large enough effect; inconclusive means small, poorly fitted or top-dose-only effect, or another doubt; inactive means no such curve, though single readings can be large; an effect the other way counts as inactive or inconclusive.

A first look:
Every second line gives: Nrf2 activator	HepG2 viability	MCF10A rereplic	S2 tox	A549 tox	ATXN2 expr inh	TGFb inhibitor	Nrf2 inh	IL-1B inflam inh
1	C/C(CC(O)c1ccc2ccccc2n1)=N/O (stereo unspecified)
 : 0.2%	0%	3%	i	4%	21%	-11%	·	2
2	COCC(=O)Nc1sc2c(c1C(=O)OC)CCCC2
 : 4.2%	-1%	-181%[0.0737 µM]	i	-3%	11%	9%	3%	2

This part in full (from the top)
Every second line gives: Nrf2 activator	HepG2 viability	MCF10A rereplic	S2 tox	A549 tox	ATXN2 expr inh	TGFb inhibitor	Nrf2 inh	IL-1B inflam inh
1	C/C(CC(O)c1ccc2ccccc2n1)=N/O (stereo unspecified)
 : 0.2%	0%	3%	i	4%	21%	-11%	·	2
2	COCC(=O)Nc1sc2c(c1C(=O)OC)CCCC2
 : 4.2%	-1%	-181%[0.0737 µM]	i	-3%	11%	9%	3%	2
3	CC(=O)Nc1cc(-c2ccc(C(=O)NC3CC3)cc2)cn2c(-c3cccc(C(F)(F)F)c3)cnc12
 : -0.8%	-12%	·	?	·	?	-15%	·	-53*
4	CCOC(=O)c1c(C)oc2nc(C)nc(Nc3ccc(C)c(Cl)c3)c12
 : -1.3%	-15%	·	i	-7%	-7%	-3%	21%	·
5	COc1ccc(CCNC(=O)c2cc(=O)c3c(C)cc(C)cc3o2)cc1OC
 : -0.1%	8%	·	i	-13%	3%	-2%	?	·
6	COc1ccc(C(=O)NCCN2CCN(C(=O)c3ccc(OC)c(OC)c3)CC2)cc1OC
 : -0.1%	17%	0%	i	-2%	-2%	5%	4%	9
7	CCOC(=O)CN1C(=O)C(=O)N(Cc2ccccc2F)C1=O
 : 0.2%	10%	0%	?	-1%	-24%	0%	1%	15
8	O=C(CCSc1ccccc1)N1CCOCC1
 : -0.7%	-16%	0%	?	3%	3%	10%	7%	-4
9	Cc1ccccc1Cn1cc(CCC(=O)NC(C)c2ccccc2)c2ccccc21 (stereo unspecified)
 : -0.6%	-35%	·	·	-1%	·	?	8%	·
10	c1csc(CNc2ncnc3ccc(-c4ccoc4)cc23)c1
 : -0.8%	-66%	3%	i	-16%	9%	-19%	?	·
11	O=C(Nc1ccc(Cl)c(Cl)c1)c1cccc(S(=O)(=O)NCc2cccnc2)c1
 : 4.9%	-23%	?	?	-23%	?	?	15µM*	-82*
12	Cc1[nH]c2c(C)cccc2c1CC(=O)O
 : 0.1%	-3%	-31%[inhibitor]	i	-4%	8%	-12%	-10%	22
13	CCOc1cc(C(=O)N(CC)CC(=O)Nc2c(F)cccc2F)ccc1OCC(=O)N1CCCCC1
 : 0.4%	0%	-1%	?	-9%	5%	0%	2%	-4
14	Cc1cc(NS(=O)(=O)c2ccc(NC(=O)c3ccco3)cc2)nc(C)n1
 : -0.1%	2%	-1%	i	-17%	3%	-8%	-5%	0
15	CCOc1ccccc1-c1nc(Cn2c(=O)cc(C)c3c(C)nn(-c4ccccc4)c32)c(C)o1
 : -0.5%	-2%	·	i	6%	0%	-1%	18%	·
16	COc1ccc(CN(CC(=O)NCC2CCCO2)C(=O)CNS(=O)(=O)c2ccc(C)cc2)cc1 (stereo unspecified)
 : -0.4%	-15%	-4%	i	-1%	3%	?	-2%	8
17	O=C(NCCc1ccccc1C(F)(F)F)C1CCC(=O)N(CCCN2CCCC2=O)C1 (stereo unspecified)
 : -0.2%	-14%	-3%	i	5%	18%	9%	6%	13
18	Cc1cccc(NNC(=O)c2c(F)cccc2Cl)c1
 : 3.3%	-2%	4%	i	-15%	·	-4%	-28%	5
19	Cc1c(Cl)cccc1NC(=O)CN(C1CCCCC1)S(C)(=O)=O
 : -0.6%	-43%	-5%	i	14%	-17%	-14%	-11%	-25
20	CCOc1ccccc1N(CC(=O)OC)S(C)(=O)=O
 : -0.2%	-1%	7%	i	1%	5%	2%	-18%	0
21	O=C(C[C@H]1C/C=C\CC[C@@H](Cc2ccc(F)cc2)C(=O)OC[C@H]2CCCN2C1=O)N[C@@H](CO)Cc1ccccc1
 : 0.8%	-13%	-17%	?	?	-19%	?	-18%	-20
22	COc1ccc(CC(NC(C)=O)C(=O)N2CCN(C(=O)Nc3ccc(Cl)cc3)CC2)cc1OC (stereo unspecified)
 : -0.4%	-1%	-2%	i	1%	0%	-8%	·	-20
23	Cc1cc(C)c2c(n1)SCC(=O)N2CC(=O)Nc1cccc(C)c1C
 : 0.2%	-3%	·	i	-20%	0%	?	?	·
24	CNS(=O)(=O)c1cc(Br)ccc1S(=O)c1ccccc1C(=O)O (stereo unspecified)
 : 0.1%	-3%	0%	i	1%	1%	-6%	-21%	31
25	C#CCNC(=O)C1CCN(c2cc(C)nc(-c3ccccc3)n2)CC1
 : 0.0%	16%	-4%	i	-2%	-6%[11.3 µM]	-7%	?	1
26	O=C(CN1C(=O)CSc2ccccc21)NCCC1=CCCCC1
 : -1.6%	-13%	10%	i	-1%	6%	7%	-1%	19
27	O=[N+]([O-])c1ccc(Cc2cncc(O)c2)cc1
 : 0.3%	20%	5%	i	0%	·	13%	5%	2
28	O=C1N=C2SCCN2/C1=C\c1ccccc1Cl
 : 1.2%	-9%	15%	i	-10%	-12%	11%	-23%	0
29	CCOc1ccc(S(=O)(=O)N2CCCC(C(=O)N3CCN(c4ccccc4)CC3)C2)cc1 (stereo unspecified)
 : -0.1%	31%	16%	?	-18%	?	?	23µM*	-13
30	COC(=O)c1ccc(Oc2ccc(C(F)(F)F)cn2)cc1
 : -0.5%	1%	-2%	?	0%	18%	13%	5%	2
31	Cc1cc(C)c2c(NC(=O)c3ccccc3Cl)c(C(=O)NCc3ccc(Cl)cc3)sc2n1
 : 0.0%	-13%	·	i	-22%	-1%	-14%	?	·
32	c1ccc(-c2cc3c(nn2)CCc2nonc2-3)cc1
 : 14%	-5%	-2%	i	-1%	7%	0%	·	22
33	O/N=C1\CC/C(=N\O)c2nn(-c3ccccc3Cl)nc21
 : -0.8%	-16%	8%	i	-7%	0%	-18%	?	-9
34	O=C(Nc1nccs1)c1ccc(COc2ccc(Cl)cc2)o1
 : 2.9%	-19%	18%	i	1%	29%	-13%	-29%	-4
35	Cn1c(=O)c2[nH]c(CCC3CCCC3)nc2n(C)c1=O
 : 0.0%	5%	-2%	i	-6%	-10%	6%	-30%	19
36	CCC(C)(C)NC(=O)Cc1ccc(OC)c(OC)c1
 : -0.7%	-2%	-2%	·	-3%	·	1%	5%	11
37	COCCNC(=O)c1cccc(OC2CCN(Cc3ccc(F)c(OC)c3)CC2)c1
 : -0.5%	-6%	7%	i	0%	-19%	-10%	-24%	-17
38	CN(C)c1ccc(C=Cc2nccc3ccccc23)cc1
 : 13%	-33%	·	·	·	-11%	85%[activator]	·	-22
39	C#CCOCCOCCOCCNc1nc(N2CCN(C(=O)[C@H]([C@@H](C)CC)n3cc([C@@H](N)CO)nn3)CC2)nc(N2CCN(C(=O)[C@H]([C@@H](C)CC)n3cc([C@@H](N)CC(C)C)nn3)CC2)n1
 : -0.2%	3%	-2%	i	?	-3%	?	13%	-6
40	NC(=O)C1CCN(C(=O)CSc2ncccn2)CC1
 : 0.4%	5%	-3%	i	-3%	-1%	10%	-2%	5
41	Cc1ccc(C2CCN(C(=O)Nc3ccccc3)C2)cc1 (stereo unspecified)
 : -0.4%	-9%	-1%	i	-3%	54%[activator]	-47%	0%	-17
42	O=C(CN1CCN(C(=O)CN2C(=O)NC3(CCCC3)C2=O)CC1)Nc1cccc(F)c1
 : 0.3%	2%	0%	i	3%	2%	7%	4%	20
43	COc1cc(OC)c(NC(=O)COCc2cc(-c3cccs3)on2)cc1Cl
 : ?	0%	·	·	2%	·	5%	0%	·
44	NC(=O)CC(NC(=O)c1ccccc1)c1ccc(NC2CCCC2)c([N+](=O)[O-])c1 (stereo unspecified)
 : 0.4%	2%	-3%	i	?	-8%	-11%	?	-1
45	COc1cc(/C=C/C(=O)OCC(=O)Nc2ccccc2Sc2ccc(Cl)cc2)ccc1O
 : 3.8%	-33%	21µM*	?	-1%	?	-22%	-2%	?
46	O=C(NCCNC(=O)Nc1ccc(Cl)cc1)Nc1ccc(Cl)cc1
 : -0.9%	8%	1%	?	-3%	7%	-1%	13%	3

Some of these compounds in order of count of non-hydrogen atoms, descending.
Every second line gives: Nrf2 activator	HepG2 viability	MCF10A rereplic	S2 tox	A549 tox	ATXN2 expr inh	TGFb inhibitor	Nrf2 inh	IL-1B inflam inh
39	C#CCOCCOCCOCCNc1nc(N2CCN(C(=O)[C@H]([C@@H](C)CC)n3cc([C@@H](N)CO)nn3)CC2)nc(N2CCN(C(=O)[C@H]([C@@H](C)CC)n3cc([C@@H](N)CC(C)C)nn3)CC2)n1
 : -0.2%	3%	-2%	i	?	-3%	?	13%	-6
37	COCCNC(=O)c1cccc(OC2CCN(Cc3ccc(F)c(OC)c3)CC2)c1
 : -0.5%	-6%	7%	i	0%	-19%	-10%	-24%	-17
43	COc1cc(OC)c(NC(=O)COCc2cc(-c3cccs3)on2)cc1Cl
 : ?	0%	·	·	2%	·	5%	0%	·
38	CN(C)c1ccc(C=Cc2nccc3ccccc23)cc1
 : 13%	-33%	·	·	·	-11%	85%[activator]	·	-22
